Compound activity as filed in PubChem BioAssay.
A549 tox = kills or reduces viability of A549 cells in Nrf2 counter-screen | A549 ARE-Fluc cells, CellTiter-Fluor viability, 18-24 h | Potency, µM (highest dose often 46 µM), without a hit: at the highest dose activity change, negative = cytotoxicity, actives largely listed as inhibitors | 390,000 tested, 0.16% active; also: % is scaled to controls: 0 for no effect and ±100 for the full control effect
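Cytotoxicity counterscreen: CellTiter-Fluor fluorescence was measured in A549 ARE_Fluc cells after 18-24 h of compound exposure in a concentration series. The subsequent BugLite luminescent read reports ARE-luciferase activity.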
TGFb SMAD3 inh = TGF-b pathway inhibition; 410,000 tested, 1.2% active; HepG2 CAGA-GFP TGF-b/SMAD3 reporter, GFP fluorescence, 18 h; TGF-beta stimulated, 500 pg/mL final; Potency, µM (top dose mostly 46.1 µM), inactives show at the top dose activity, negative = inhibition, actives largely listed as inhibitors; also: % is scaled to controls: 0 for no effect and ±100 for the full control effect; nearly all actives have a fitted effect of over 65% in size
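Inhibition of TGF-beta-driven CAGA-GFP reporter expression in HEPG2 cells is measured by cellular GFP fluorescence after 18 h stimulation with 500 pg/mL recombinant TGF-beta in 1% FBS medium at 37 degrees C.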
ATXN viability = reduces viability in counter-screen for ATXN expression inhibitors; Potency, µM (highest dose often 56.7 µM), hits mostly cytotoxic; S2 cells (HEK-293 line with an ATXN2-luciferase reporter) viability, CellTiter-Fluor protease fluorescence, 24 h; 400,000 tested, 0.49% active; also: nearly all actives have a fitted effect of over 40% in size
EPAC2 antag = antagonists of human EPAC2; Q8WZA2; Potency, µM (series often up to 114 µM), for inactives: at the top dose activity, negative = inhibition, usual class: inhibitors; EPAC2 GEF exchange of Rap1B-BODIPY-GDP, fluorescence; 360,000 tested, 0.18% active; also: % is scaled to controls: 0 for no effect and ±100 for the full control effect; nearly all actives have a fitted effect of over 45% in size; many of its hits are not listed in these tables
Target sequence (Q8WZA2 whole entry, looked up): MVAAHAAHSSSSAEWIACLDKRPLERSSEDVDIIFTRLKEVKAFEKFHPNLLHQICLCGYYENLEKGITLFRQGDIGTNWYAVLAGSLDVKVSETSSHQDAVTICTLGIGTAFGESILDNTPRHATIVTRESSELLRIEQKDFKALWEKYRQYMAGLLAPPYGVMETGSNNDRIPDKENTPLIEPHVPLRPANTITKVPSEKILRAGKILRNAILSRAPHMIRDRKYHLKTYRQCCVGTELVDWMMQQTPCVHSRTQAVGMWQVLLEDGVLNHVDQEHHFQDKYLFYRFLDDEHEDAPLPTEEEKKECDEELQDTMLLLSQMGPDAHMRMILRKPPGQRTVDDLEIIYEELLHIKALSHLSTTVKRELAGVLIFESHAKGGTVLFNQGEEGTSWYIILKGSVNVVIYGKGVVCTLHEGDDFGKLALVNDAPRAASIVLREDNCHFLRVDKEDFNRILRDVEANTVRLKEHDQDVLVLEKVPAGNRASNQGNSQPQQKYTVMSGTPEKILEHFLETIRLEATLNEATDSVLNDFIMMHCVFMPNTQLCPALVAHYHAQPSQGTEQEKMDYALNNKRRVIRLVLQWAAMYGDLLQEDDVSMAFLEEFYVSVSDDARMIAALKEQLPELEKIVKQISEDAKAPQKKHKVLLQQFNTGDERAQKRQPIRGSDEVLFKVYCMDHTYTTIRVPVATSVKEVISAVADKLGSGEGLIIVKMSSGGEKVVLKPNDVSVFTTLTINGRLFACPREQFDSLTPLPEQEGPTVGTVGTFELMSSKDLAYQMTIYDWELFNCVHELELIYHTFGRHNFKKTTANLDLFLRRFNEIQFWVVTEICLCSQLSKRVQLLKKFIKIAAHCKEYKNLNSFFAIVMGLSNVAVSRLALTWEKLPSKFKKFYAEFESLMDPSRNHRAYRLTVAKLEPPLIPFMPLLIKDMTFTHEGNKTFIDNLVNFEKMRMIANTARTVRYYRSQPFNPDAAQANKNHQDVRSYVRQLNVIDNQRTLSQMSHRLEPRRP
ATXN2 expr inh = ATXN2 expression inhibition | HEK-293 ATXN2-luciferase reporter, luminescence, 24 h | Potency, µM (highest dose often 57 µM), for inactives: at the top dose activity change, negative = inhibition, usual class: inhibitors | 360,000 tested, 0.72% active | AID 1745845; also: % is scaled to controls: 0 for no effect and ±100 for the full control effect; nearly all actives have a fitted effect of over 55% in size
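qHTS (up to 57 uM final) was run with 24 h compound exposure of reporter cells at 37 °C. Each well was multiplexed: SteadyGlo luminescence measured ATXN2-luciferase expression after a fluorogenic Gly-Phe-AFC viability readout (25 uM final).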
Nrf2 inh = inhibitors of Nrf2 signaling; A549 ARE-Fluc reporter, luciferase luminescence, 18-24 h; Potency, µM (series often up to 46 µM), inactives show top-dose activity change, negative = inhibition, hits mostly inhibitors; 360,000 tested, 2.1% active; AID 504444; also: % is scaled to controls: 0 for no effect and ±100 for the full control effect; nearly all actives have a fitted effect of over 60% in size
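In this cell-based qHTS, ARE-driven firefly luciferase in A549 cells reports Nrf2 activity; the luminescent signal after BugLite lysis is the measured value, with a prior CellTiter-Fluor read for cell health.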
Nrf2 ARE act = activators of Nrf2 (ARE) signaling. AREc32 ARE-luciferase reporter (MCF7-derived line), luminescence, 24 h. Potency, µM (titrated, usually from 46.1 µM), for the others: at the highest dose activation, hits mostly activators. 410,000 tested, 0.31% active; also: % of control where 0% means no effect; nearly all actives have a fitted effect of over 65% in size
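Each well held 1000 AREc32 cells, which were incubated with compound for 24 hr at 37 deg C after overnight attachment, and ARE reporter activity was quantified by firefly luciferase luminescence.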
HepG2 viability = HepG2 cytotoxicity, counter-screen for TGF-b inhibitors. HepG2 CAGA-GFP viability, ATP luminescence, 18 h. Potency, µM (doses to about 46.1 µM), inactives show top-dose activity change, negative = cytotoxicity, most hits filed as cytotoxic. 410,000 tested, 0.76% active; also: some results filed as inactive show a strong effect at the top dose
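HepG2 CAGA-GFP cells (1000/well, DMEM with 1% FBS) received compound, then TGF-beta at 500 pg/mL final, and were incubated 18 hours at 37 degrees C. Viability was read by CellTiter-Glo luminescence. Media-only wells were set as complete cell-killing and DMSO as no toxicity.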
MCF10A rerep = DNA re-replication induction in MCF 10a cells; MCF 10A DNA re-replication, Hoechst nuclear intensity, 48 h; Potency, µM (highest dose often 46.1 µM), for inactives: at the highest dose activity, positive = re-replication, hits mostly activators; 350,000 tested, 2.9% active; also: % of control where 0% means no effect; nearly all actives have a fitted effect of over 50% in size
Numbers without * were called inactive; i = inactive; ? = inconclusive; / = no result given; [ ] = another dose, or the depositor's remark. Calls follow the shape of the dose curve; as a rule, active = well fitted curve in the direction sought with a large enough effect; inconclusive = small, poorly fitted or top-dose-only effect, or another doubt; inactive = no such curve, though single readings can be large; an effect the other way counts as inactive or inconclusive. Potency is read from the fitted curve at half-maximal effect.

entry	canonical_smiles	TGFb SMAD3 inh	HepG2 viability	ATXN2 expr inh	Nrf2 ARE act	EPAC2 antag	A549 tox	Nrf2 inh	ATXN viability	MCF10A rerep
1	Cc1cccc(CCNC(=O)c2nn(C)c3c2CSc2ccccc2-3)c1	?	-23%	/	3.3%	/	4%	4%	/	/
2	CCN(CC)CCCNC(=O)CCC(=O)Nc1ccc2nc(N3CCC(C)CC3)cc(C)c2c1	?	-57%	/	5.4%	0%	1%	?	i	?
3	O=C(CN1C(=O)NC(c2ccccc2)(c2ccccc2)C1=O)NC1CCCC1	-1%	-40%	0%	-0.4%	-5%	-6%	-5%	i	2%
4	CSCCC(NC(N)=O)C(=O)Nc1ccc(F)c(Cl)c1 (configuration not stated)	-12%	2%	-2%	2.2%	1%	-2%	1%	i	6%
5	Cc1cc(C)c(OCCOCCN2CCCC2)c(C)c1	-5%	-10%	13%	-0.8%	4%	1%	-15%	i	?
6	Cc1ccccc1NS(=O)(=O)c1ccc(Cl)cc1	-19%	-9%	-16%	0.4%	?	6%	1%	i	-3%
7	COc1ccc(-c2oc(NC(=O)CSc3nncn3C)c(C#N)c2-c2ccc(OC)cc2)cc1	5%	-4%	-25%	0.2%	3%	?	?	?	13µM*
8	CC(C)(C)NC(=O)CN(C(=O)C(=O)Nc1ccc2c(c1)OCCO2)C1CC1	26%	14%	7%	-0.2%	-18%	-1%	3%	i	7%
9	CCCn1nc(C(=O)OCC(=O)Nc2cccc(OC)c2)c2ccccc2c1=O	?	-15%	11%	-0.8%	1%	0%	-2%	i	0%
10	C/C=C(\C)CN1CCCC(N(C)CCc2ccc(OC)c(OC)c2)C1 (configuration not stated)	14%	5%	-4%	-0.1%	3%	3%	31%	i	?
11	CC(C)(C)OC(=O)N1CCC(C(=O)N[C@H](C(=O)O)c2ccccc2)(c2ccccc2)CC1	2%	-3%	/	-0.5%	-19%	2%	4%	i	-10%
12	COc1ccccc1C1CC(=O)NC(C)=C1C(=O)OCC1CCCO1 (configuration not stated)	-13%	2%	-3%	-0.7%	16%	0%	/	i	5%

An excerpt from above in order of their number in TGFb SMAD3 inh, lowest first.
entry	mol	TGFb SMAD3 inh
6	Cc1ccccc1NS(=O)(=O)c1ccc(Cl)cc1	-19%
7	COc1ccc(-c2oc(NC(=O)CSc3nncn3C)c(C#N)c2-c2ccc(OC)cc2)cc1	5%
8	CC(C)(C)NC(=O)CN(C(=O)C(=O)Nc1ccc2c(c1)OCCO2)C1CC1	26%

Carrying on:
entry	canonical_smiles	TGFb SMAD3 inh	HepG2 viability	ATXN2 expr inh	Nrf2 ARE act	EPAC2 antag	A549 tox	Nrf2 inh	ATXN viability	MCF10A rerep
13	CCCSc1nc2sc3c(c2c(=O)n1-c1cccc(Br)c1)CC(C)(C)OC3	28%	-6%	8%	-1.2%	/	4%	0%	i	/
14	COc1ccc(CCN(C)C(=O)CSc2nnnn2C)cc1OC	19%	-2%	/	-0.6%	0%	12%	14%	i	0%
15	CCn1cc(CCC(=O)NCc2ccc(C)cc2)c2ccccc21	-15%	-14%	/	0.1%	/	-1%	2%	/	/
16	COc1ccc(OC)c(CNC(=O)Nc2cn(CC(C)C)c(=O)c3ccccc23)c1	-16%	-3%	-5%	-0.5%	/	2%	?	i	/
17	CC(CCO)Nc1nc2c(c(=O)n(C)c(=O)n2C)n1Cc1ccc(Br)cc1 (configuration not stated)	8%	-10%	-8%	7.3%	/	0%	4%	i	/
18	C/C(=N\NC(=O)c1c(Br)c(C)nn1C)c1ccc(NC(=O)c2ccoc2C)cc1	-6%	-14%	9%	0.6%	1%	1%	-10%	i	13%
19	Brc1ccc(OCCOCCN2CCOCC2)cc1	0%	-9%	4%	0.4%	-1%	9%	15%	i	2%
20	CCOC(=O)Cc1c(C)nc2cc(-c3ccc(C(C)(C)C)cc3)[nH]n2c1=O	15%	1%	33%	-0.1%	6%	-10%	/	i	-19%
21	Nn1c(Cc2cccc3ccccc23)nnc1SCC(=O)NC1CCS(=O)(=O)C1 (configuration not stated)	1%	-5%	-6%	0.2%	0%	9%	-15%	i	8%
22	N/C(=N\O)c1ccc(Oc2ccccc2Cl)c([N+](=O)[O-])c1	1%	-3%	/	3.1%	-5%	14%	-3%	i	-3%
23	COCCN(CCOC)C(=O)C1CCCN(S(=O)(=O)c2ccc(NC(=O)OC)cc2)C1 (configuration not stated)	-24%	9%	/	0.1%	3%	6%	2%	i	0%
24	CCCOc1ccc(C(=O)CCC(=O)Nc2ccc(N3CCN(C)CC3)cc2)cc1	-2%	-24%	4%	-0.1%	-4%	-5%	12%	i	?

Ordered by SMILES length (rising): part of the list above.
entry	canonical_smiles	TGFb SMAD3 inh	HepG2 viability	ATXN2 expr inh	Nrf2 ARE act	EPAC2 antag	A549 tox	Nrf2 inh	ATXN viability	MCF10A rerep
1	Cc1cccc(CCNC(=O)c2nn(C)c3c2CSc2ccccc2-3)c1	?	-23%	/	3.3%	/	4%	4%	/	/
3	O=C(CN1C(=O)NC(c2ccccc2)(c2ccccc2)C1=O)NC1CCCC1	-1%	-40%	0%	-0.4%	-5%	-6%	-5%	i	2%
7	COc1ccc(-c2oc(NC(=O)CSc3nncn3C)c(C#N)c2-c2ccc(OC)cc2)cc1	5%	-4%	-25%	0.2%	3%	?	?	?	13µM*

Later entries
entry	canonical_smiles	TGFb SMAD3 inh	HepG2 viability	ATXN2 expr inh	Nrf2 ARE act	EPAC2 antag	A549 tox	Nrf2 inh	ATXN viability	MCF10A rerep
25	CCOC(=O)N1CCC(NC(=O)C2CCCCN2S(=O)(=O)c2ccc(F)cc2)CC1 (configuration not stated)	3%	-2%	4%	0.2%	-4%	-8%	5%	i	10%
26	CC(C)CN(C(=O)CCC(=O)OC(C)C(=O)Nc1cccc(C#N)c1)c1c(N)n(CC(C)C)c(=O)[nH]c1=O (configuration not stated)	-3%	-1%	1%	0.5%	-8%	0%	-17%	i	-2%
27	Cc1cc(C)cc(C(=O)Oc2cc(C)[nH]c(=O)c2[N+](=O)[O-])c1	7%	-11%	/	-0.6%	4%	-4%	-3%	i	-5%
28	NC(=S)NC(c1ccccc1)c1ccncc1 (configuration not stated)	-18%	-10%	-5%	0.2%	2%	1%	3%	i	-4%
29	O=C1c2ccccc2C2N1CCCN2C(=O)c1sc2ccccc2c1Cl (configuration not stated)	-21%	-41%	/	6.2%	?	/	/	i	/
30	O=C(NCCCN1CCN(c2ccccc2F)CC1)c1ccc2nc(N3CCCCC3)sc2c1	-10%	-23%	34%[activator]	5.7%	/	?	?	i	/
31	Cc1ccc(C(=O)NNC(=O)COc2ccc(Cl)cc2C)o1	2%	2%	12%	-0.3%	-7%	7%	1%	i	-2%
32	NNc1ccc(Cl)nn1	?	-42%	30%	8.1%	2%	1%	-7%	i	6%
33	O=C(Nc1nnc(-c2cccc(F)c2)s1)Nc1ccccc1F	-8%	0%	3%	0.0%	-9%	8%	?	i	-4%
34	CC(C)(CNC(=O)CNC(=O)C1CCCCC1)N1CCOCC1	21%	8%	/	0.3%	9%	13%	0%	?	4%
35	Cc1nnc(SCc2cccc(Oc3ccccc3)c2)n1N	1%	-26%	21%	2.3%	8%	2%	0%	i	13%
36	Cc1ccc(S(=O)(=O)CCC(=O)Nc2nnc(-c3ccco3)o2)cc1	4%	-24%	4%	?	2%	-5%	0%	?	?
37	CN(C)S(=O)(=O)c1ccc(C(=O)Nc2cccnc2)cc1	14%	-30%	3%	-1.0%	-6%	-8%	/	i	9%
38	O=C(O)CCC(=O)Nc1nc2nc(-c3ccccc3)cc(-c3ccccc3)n2n1	11%	11%	3%	7.4%	4%	12%	10%	i	19%
39	CCN(CC)C(=O)[C@H]1CC(CC(=O)NCCN2CCOCC2)C(=O)N2CCc3c([nH]c4ccccc34)[C@]12C (some centres not stated)	2%	9%	1%	-0.6%	6%	3%	-3%	i	1%
40	O=C(c1ccco1)N1CCN(C(c2coc3ccc(Cl)cc3c2=O)c2nnnn2C2CCCC2)CC1 (configuration not stated)	0%	-13%	5%	0.1%	-4%	3%	5%	i	1%
41	CCC(=O)N(CCC1(c2ccccc2OC)CCOC(C(C)C)C1)Cc1ccco1 (configuration not stated)	?	5%	-4%	12%	?	-4%	?	i	?
42	CCOC(=O)C(C#N)=C1CCC=C(C)C1	-1%	1%	/	6.3%	9%	/	/	i	/
43	CCCSc1nnc(Cn2c(=O)sc3ccccc32)n1-c1ccccc1	-30%	-28%	-13%	-0.8%	6%	-17%	-22%	?	12%
44	COc1ccc(/C=C/C(=O)NCCC(=O)N2CCCN(C)CC2)cc1	3%	-3%	-5%	-0.5%	0%	5%	6%	i	-24%
45	Cn1c(=O)n(C)c2cc(N3CCCCC3)c(NC(=O)c3c(F)cccc3F)cc21	-42%	-37%	-16%	3.9%	/	-5%	-16%	i	/
46	CCCCN1CC(COc2ccccc2)OC1=O (configuration not stated)	-26%	-2%	21%	1.9%	2%	13%	0%	i	20%
47	COc1ccc(S(=O)(=O)N2CCN(C(=O)CN3C(=O)NC(C)(C)C3=O)CC2)cc1	11%	-2%	-12%	-0.1%	6%	8%	-2%	i	-3%
48	Cn1ccnc1SCC(=O)Nc1ccc(SC(F)F)cc1	15%	-3%	/	0.3%	-7%	-4%	0%	i	-5%
49	COc1ccccc1/C=N/NC(=O)c1ccc(=O)n(C)c1	-16%	-14%	-9%	-0.5%	0%	6%	11%	i	-2%
50	COc1ccc(-c2n[nH]c(C)c2-c2cnn(-c3ccccc3)c2)c(O)c1	13µM*	-48%	-4%	3.7%	-12%	-27%	-14%	i	21µM*
51	CCCNC(=O)C1(C)CCN(C(=O)c2cccc(C#N)c2)C1 (configuration not stated)	50%	6%	12%	0.4%[9.22 µM]	13%	/	/	i	/
52	CCOC(=O)C1CCN(Cc2nc3ccc([N+](=O)[O-])cc3c(=O)n2-c2ccc(OC)cc2OC)CC1	-25%	-20%	/	-0.1%	-12%	0%	0%	/	-2%
53	CC(C)C[C@@H]1CN(CCCC[C@H]2CNC(=O)C(=O)N2CCC2CCCCC2)C(=O)C(=O)N1Cc1ccccc1	/	/	9%	-0.9%	-11%	/	/	i	/
54	COc1cccc(C(=O)N2C(C(=O)O)CSC2c2ccccc2Cl)c1 (configuration not stated)	9%	-3%	-3%	0.3%	-2%	1%	-15%	i	-5%
55	O=C(NCC(c1ccco1)N1CCCCC1)c1ccc([N+](=O)[O-])s1 (configuration not stated)	16µM*	-63%	?	-0.2%	0%	?	-10%	i	13%

An excerpt; the hit share may differ from the screen's.
